tim23-1 inh: growth inhibitors of tim23-1 mutant yeast, primary screen, luminescence, uHTS. S. cerevisiae tim23-1 growth, BacTiter-Glo luminescence, 24 h. inhibition, % at 20 µM. 330,000 tested, 1.3% active;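 active = growth inhibition of the mutant yeast at or above 50%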;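 also: temperature-sensitive mutant grown at 25 °C; plate controls were DMSO-treated mutant yeast for no effect and medium wells lacking yeast for full effect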
Mdm2-MdmX inh: inhibitors of human Mdm2-MdmX association, primary screen, cell-based, luminescence, split luciferase, SaOS-2, uHTS; Protein Mdm4 (Homo sapiens) + E3 ubiquitin-protein ligase Mdm2 (Homo sapiens), …; SaOS-2 split-luciferase Mdm2/MdmX complementation; inhibition, % at 8 µM; 330,000 tested, 3% active; AID 485346, 2010;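 active = inhibition of at least 50% at 8 µM in the primary screen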
Target sequence (O15151 whole entry, looked up): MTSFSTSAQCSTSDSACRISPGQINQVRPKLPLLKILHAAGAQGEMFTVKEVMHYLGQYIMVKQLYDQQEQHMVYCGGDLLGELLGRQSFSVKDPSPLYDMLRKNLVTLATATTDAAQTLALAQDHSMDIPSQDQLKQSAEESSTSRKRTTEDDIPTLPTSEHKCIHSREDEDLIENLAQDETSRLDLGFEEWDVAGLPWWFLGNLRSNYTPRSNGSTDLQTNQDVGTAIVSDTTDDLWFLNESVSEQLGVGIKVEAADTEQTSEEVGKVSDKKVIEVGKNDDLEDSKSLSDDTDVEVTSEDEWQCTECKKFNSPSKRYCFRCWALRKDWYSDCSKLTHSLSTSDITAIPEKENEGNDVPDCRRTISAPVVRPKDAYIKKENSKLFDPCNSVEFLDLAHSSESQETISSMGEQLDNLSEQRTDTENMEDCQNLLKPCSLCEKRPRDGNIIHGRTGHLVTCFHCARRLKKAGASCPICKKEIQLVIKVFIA
Target sequence (Q00987 whole entry, looked up): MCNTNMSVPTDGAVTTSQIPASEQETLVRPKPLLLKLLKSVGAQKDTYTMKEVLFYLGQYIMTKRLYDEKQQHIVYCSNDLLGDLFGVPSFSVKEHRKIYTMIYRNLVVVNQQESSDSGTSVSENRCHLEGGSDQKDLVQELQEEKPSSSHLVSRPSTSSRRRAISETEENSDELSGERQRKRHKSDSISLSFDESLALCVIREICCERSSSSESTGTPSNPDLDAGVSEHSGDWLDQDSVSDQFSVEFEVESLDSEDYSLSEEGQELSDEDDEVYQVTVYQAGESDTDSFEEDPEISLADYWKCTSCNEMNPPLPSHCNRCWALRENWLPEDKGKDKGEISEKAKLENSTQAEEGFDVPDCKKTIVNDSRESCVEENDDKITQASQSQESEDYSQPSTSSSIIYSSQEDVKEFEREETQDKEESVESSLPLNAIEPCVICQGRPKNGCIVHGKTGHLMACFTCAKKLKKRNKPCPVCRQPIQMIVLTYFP
APJ ag: agonists of human apelin receptor APJ, primary screen, CHO-K1 cells, PathHunter beta-arrestin, luminescence; P35414; 0% DMSO wells, 100% apelin; activation, % at 20 µM; 330,000 tested, 0.11% active; AID 2520, 2010;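 active = activation more than six SD over the plate average, tested at 20 µM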;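 also: 0% = DMSO alone and 100% = apelin-13 at 10 nM; some results filed as inactive read as strong as hits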
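Material: CHO-K1 APJ beta-arrestin complementation cell line; Input: cell density 1000 per well; Incubation: compound stimulation 90 min at 25 °C, detection 60 min; Signal: luminescence from split beta-galactosidase complementation, Galacton Star/Emerald II substrate; Controls: DMSO-only wells as negative, 10 nM Apelin-13 as positive control.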
tim10-1 inh: growth inhibitors of tim10-1 mutant yeast, primary screen, luminescence, uHTS | 330,000 tested, 2.2% active | S. cerevisiae tim10-1 ts strain growth, BacTiter-Glo, 24 h | inhibition, % at 20 µM;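 active = inhibition of at least 40%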;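 also: mutant grown at 25 °C; 0% = DMSO wells with yeast and 100% = wells holding no yeast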
NR3A LBD binder: binders of NR3A ligand-binding domain, primary screen, biophysical, differential scanning fluorimetry, uHTS. Glutamate receptor ionotropic, NMDA 3A (GRIN3A) ligand-binding domain. NR3A LBD differential scanning fluorimetry, Tm shift; 0% = protein alone, 100% = glycine-bound protein. Tm shift relative to glycine control, % at 25 µM. 340,000 tested, 2.5% active. AID 1259313, 2017;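 active = melting temperature shift of at least 10% of the positive control shift, at one fixed dose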
NALP3 yeast inh: NALP3 inflammasome inhibitors in reconstituted yeast, primary screen, luminescence, uHTS. Yeast reconstituted NLRP3/ASC/caspase-1, beta-gal luminescence, 24 h. inhibition, % at 10 µM. 330,000 tested, 0.39% active;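 active = inhibition of 50% or more; inactive = inhibition below 50%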;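 also: plate controls were induced DMSO wells for no effect and uninduced yeast grown without galactose for full effect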
TIM10 inh: growth inhibitors of isogenic TIM10 control yeast, primary screen, counter-screen for tim10-1 yeast inhibitor project, luminescence, uHTS | inhibition, % at 10 µM | S. cerevisiae TIM10 strain growth, BacTiter-Glo luminescence, 24 h | 330,000 tested, 1.4% active;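 active = inhibition of 40% or more at the single tested concentration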;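 also: wild-type TIM10 isogenic control strain grown at permissive 25 °C; 0% = DMSO yeast wells and 100% = minimal medium wells without yeast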
CHOP UPR activ: activators of apoptotic CHOP UPR arm, primary screen, cell-based, CHO-CHOP luciferase reporter, luminescence, uHTS; activation, % at 10 µM; 330,000 tested, 0.34% active; UPR activation; percent of tunicamycin response over DMSO baseline;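 active = at 10 µM dose, activation of 40% or more, normalized to positive control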;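 also: 100% = tunicamycin at 10 µg/mL and 0% = DMSO alone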
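Test system: CHO-CHOP cells, stable luciferase reporter of PERK-eIF2a-CHOP signalling | Quantity: 500 CHO-CHOP cells per well | Buffer or medium: F12 plus 10% serum | Compound dosing: 10 µM single point, 0.5% DMSO | Schedule: 6 h compound treatment, 37 °C | Signal: Luciferase luminescence | Control set: Tunicamycin high control, DMSO low control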
XBP1 UPR activ: activators of adaptive XBP1 UPR arm, primary screen, cell-based, CHO-XBP1 luciferase reporter, luminescence, uHTS; IRE1-XBP1 UPR activation; percent of tunicamycin response, DMSO as zero; activation, % at 20 µM; 330,000 tested, 0.33% active;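 active = versus positive control, 20 µM dose yields 30% or more activation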;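 also: 100% = tunicamycin at 10 µg/mL and 0% = DMSO only wells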
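Material: IRE1-XBP1 luciferase reporter CHO line / Quantity: one thousand reporter cells per well / Buffer or medium: F12 with 10% serum / Compound: 20 µM single concentration, DMSO 1% / Times: 6 h treatment, 37 °C / Detection: Steady-Glo luciferase glow luminescence, 10 min after reagent addition / Benchmarks: tunicamycin high, DMSO low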
* marks the source's active call; other numbers are inactive results; x = no result given. Compounds were not picked by outcome; overall some 8.2% were active at least once.

SMILES	tim23-1 inh	Mdm2-MdmX inh	APJ ag	tim10-1 inh	NR3A LBD binder	NALP3 yeast inh	TIM10 inh	CHOP UPR activ	XBP1 UPR activ
O=C(c1ccccc1)C1CCN(c2ncccc2[N+](=O)[O-])CC1	6	15	-1	-1	2	32	-3	1.8	-1
O=C(N/N=C/c1cc([N+](=O)[O-])ccc1O)c1ccncc1	-7	16	1	4	0	13	-1	1.4	-2
COc1ccc(NC(=O)C(CC(C)C)NC(=O)C2CCCCC2)c(OC)c1 (stereo not given)	20	4	-2	18	-2	21	5	0.1	-2
CC(C)OC(=O)C[N+](C)(C)CCN1C(=O)C2C(c3ccccc3)C=CC(c3ccccc3)C2C1=O (stereo not given)	1	-2	-3	11	2	11	5	0.9	-1
CCOC(=O)C(CC)(CC)/C(C)=N/NC(=O)CC#N	18	22	-4	11	0	8	5	3.8	0
Cc1ccccc1-c1nc(Cc2ccccc2)no1	8	2	-3	-7	-1	1	-6	4.7	4
Cc1ccc2nc(SCC(=O)Nc3ccc4[nH]c(=O)[nH]c4c3)[nH]c2c1	1	5	2	3	1	9	-9	-1.2	-5
CCN1C(=O)/C(=C2\SC(=S)N(CCCOC)C2=O)c2ccccc21	13	-7	5	29	-4	20	1	-1.5	1
O=C(CSc1nnc(-c2ccccn2)n1Cc1ccco1)c1ccc(Cl)cc1	35	18	-1	14	-3	18	3	-1.9	0
Nc1nonc1NN=C1CCCCC1	5	-19	-2	-12	-1	-1	12	0.8	-1
Cc1ccc(OC(C)C(=O)Nc2cc(C)on2)cc1 (stereo not given)	1	-4	7	-3	1	1	1	0.9	-2
NC(=O)[C@@H]1CCCNc2c(I)cc([N+](=O)[O-])cc2C(=O)N[C@@H](CCCN=C(N)N)C(=O)N[C@@H](CCCN=C(N)N)C(=O)N1	-9	2	-1	-5	x	11	-6	1.0	0
CCCCn1nc(NC(=O)CC(C)C)c2cc3cc(OC)ccc3nc21	19	2	0	18	2	11	-4	-0.6	3
Cc1ccc(O)c(CNc2nc3ccccc3n2C(C)C)c1	-9	5	-3	-17	-5	12	-10	0.7	-1
COc1ccc(/C(C)=N/NC(=O)c2ccc(CSc3nncn3C)cc2)cc1	-4	22	-4	11	-3	1	4	-1.9	-1
O=C(CCCNS(=O)(=O)c1cccc2nsnc12)N1CCCCC1	13	-9	2	15	-1	4	-18	2.6	1
C/C(=N\Nc1nncc2ccccc12)c1ccc(C(C)(C)C)cc1	13	-55	0	11	1	8	10	4.9	-2
C=CCOc1ccc(Cl)cc1CNCCCN1CCOCC1	-74	3	-5	-10	0	-8	-27	0.4	-1
O=C(NCc1cccnc1)c1cc([N+](=O)[O-])ccc1N1CCOCC1	4	8	1	12	1	-6	-9	1.5	-2
OCCN1CCN(c2nc(-c3ccccc3)c3cc(Br)ccc3n2)CC1	22	26	-2	18	-1	34	21	2.4	1
O=C(CCS(=O)(=O)c1ccc2c(c1)NC(=O)CS2)NCCc1ccc(Cl)cc1	2	13	-3	8	-1	15	-2	3.4	1
CC(C)CN(CC(C)C)c1ccc(/C=N/n2cnnc2)cc1[N+](=O)[O-]	37	12	0	24	3	13	37	3.9	0
Cc1nc2scc(C)n2c(=O)c1S(=O)(=O)NCc1ccc(F)cc1	-2	-4	1	5	1	0	-3	-0.1	0
CC(=O)Nc1ccccc1C(=O)C(=O)Nc1ccc(Cl)cc1	0	-23	-3	-2	2	17	-13	2.4	-2
O=C(CCc1nnc(C2CCCCC2)o1)N1CCCCC1CCn1cccn1 (stereo not given)	2	15	-3	11	-1	14	12	0.5	-1

Individual results from the entries so far:
Value of COc1ccc(NC(=O)C(CC(C)C)NC(=O)C2CCCCC2)c(OC)c1 (stereo not given) in Mdm2-MdmX inh: 4
Value of CCOC(=O)C(CC)(CC)/C(C)=N/NC(=O)CC#N in NR3A LBD binder: 0

Next results follow.
SMILES	tim23-1 inh	Mdm2-MdmX inh	APJ ag	tim10-1 inh	NR3A LBD binder	NALP3 yeast inh	TIM10 inh	CHOP UPR activ	XBP1 UPR activ
Cc1ccc(O)c(-c2cc(C(=O)Nc3c(C)n(C)n(-c4ccccc4)c3=O)[nH]n2)c1	2	19	0	-16	-2	13	1	-0.1	-5
CC1CCCN(CCOc2ccc3ccccc3c2Br)C1 (stereo not given)	-37	11	-2	-24	0	21	5	2.1	6
CCOC(=O)C1=C(C)N(CCCCCC(=O)O)C(=O)NC1c1ccc(Cl)cc1 (stereo not given)	7	-1	-1	-13	-4	7	8	-0.2	0
O=C1CC(N(O)C2CC(=O)N(Cc3ccccc3)C2=O)C(=O)N1Cc1ccccc1 (stereo not given)	17	-15	2	38	0	5	26	-1.0	1
Cc1cc(Br)ccc1NC(=O)c1sc2ncnc(N3CCN(c4ccccn4)CC3)c2c1C	21	59*	-6	37	-13	17	29	0.2	-2
CCn1c(SCc2cccc(F)c2)nnc1-c1cccnc1	15	25	-2	22	-5	-4	12	-2.6	-2
COC(=O)c1[nH]c2cccc(OC)c2c1NC(=O)CCN1CCSCC1	16	6	-2	-11	3	7	-19	2.5	3
COCC(=O)NCc1ccc2c(c1)OCO2	-5	25	-1	12	0	7	-3	-2.6	-1
CCCCNC(=O)C(C)N(CCN(C)C)C(=O)CCCN1C(=O)NC(c2ccc([N+](=O)[O-])cc2)C(C(=O)OCc2ccccc2)=C1C (stereo not given)	27	68*	x	2	-2	x	6	2.1	-2
COc1cccc(OC)c1NC(=O)Cc1nn(C)c(=O)c2ccccc12	7	33	-3	-8	-1	14	4	-0.3	-1
CC(CC(F)(F)F)N1CCC(n2nccc2NC(=O)CCOc2ccccc2)CC1 (stereo not given)	2	-26	4	2	1	17	-2	2.2	-2
COc1ccc(CCN2CC(C(=O)N3CCSCC3)CCC2=O)cc1 (stereo not given)	13	30	-4	15	0	2	10	0.6	-1
O=C(Cn1nc(-c2ccccc2)ccc1=O)NCCN1CCN(Cc2ccccc2)CC1	10	8	0	8	2	9	8	0.0	0
CC1CCCCN1C(=O)c1ccc(COc2ccc([N+](=O)[O-])cc2)o1 (stereo not given)	31	-3	3	28	0	18	8	-1.1	1
COc1ccc(OC)c(NC(=O)NCc2ccc(F)cc2)c1	25	-17	-2	3	-1	14	10	0.1	2
COc1ccc(-c2csc(NCc3ccco3)n2)cc1C	34	1	-3	31	-5	19	23	2.7	-7
O=C(Nc1cccc(S(=O)(=O)N2CCOCC2)c1)C1CCCCN1S(=O)(=O)c1ccccc1 (stereo not given)	20	38	-2	20	0	0	9	0.8	-3
O=C(Cn1cnc2ccccc2c1=O)NCc1ccc2c(c1)OCO2	10	15	-3	11	1	3	-13	-3.6	-4
O=C(c1ccc(F)cc1)n1cc(C(=S)N2CCOCC2)c2ccccc21	41	14	-3	32	3	-3	22	1.0	-4
COc1cccc(-n2nnnc2SCC(=O)NCCc2ccccc2)c1	28	-11	4	22	0	-10	16	-0.6	-3
O=C1CCCC/C1=C/Nc1ccc(S(=O)(=O)Nc2ncccn2)cc1	8	-3	-3	9	0	11	-11	1.3	-2
CNc1c([N+](=O)[O-])cnn1-c1ccc(Cl)cc1	6	6	-2	15	0	-4	-7	1.7	1
O=C(O)c1cccc(-c2ccc(/C=C3/SC(=Nc4ccccc4)N(Cc4cccnc4)C3=O)o2)c1	15	-21	0	36	2	11	19	4.4	-6
COc1ccc(C(=O)C2CCCN(S(=O)(=O)N(C)C)C2)c(C)c1 (stereo not given)	13	11	3	12	-2	16	-7	-0.5	-4
Cc1nc2nc[nH]c2cc1Br	2	10	-1	-5	-1	1	-12	-0.8	-2
CCN(CC)c1ccc([N+](=O)[O-])cc1C(=O)N1CCOCC1	13	-5	1	10	-1	3	-2	-1.1	-3
COc1ccc(N(C(=O)c2cccnc2)S(=O)(=O)c2cccc([N+](=O)[O-])c2)cc1	0	-8	-3	19	-1	2	18	0.3	1
CSc1ccccc1OCc1cc(C(=O)N2CCc3c(Cl)cccc3C2)no1	9	20	5	23	2	5	3	-1.9	-8
O=C(c1cc(S(=O)(=O)Nc2ccccc2F)c(Cl)cc1Cl)N1CCN(CCO)CC1	4	9	-7	-13	4	17	1	-1.0	-2
CCOC(=O)N1CCN(C(=O)/C(=C\c2cccs2)NC(=O)c2cccs2)CC1	6	1	-4	16	0	-10	19	0.6	0

In the list so far, these contain a nitro group on carbon.
SMILES	tim23-1 inh	Mdm2-MdmX inh	APJ ag	tim10-1 inh	NR3A LBD binder	NALP3 yeast inh	TIM10 inh	CHOP UPR activ	XBP1 UPR activ
O=C(c1ccccc1)C1CCN(c2ncccc2[N+](=O)[O-])CC1	6	15	-1	-1	2	32	-3	1.8	-1
O=C(N/N=C/c1cc([N+](=O)[O-])ccc1O)c1ccncc1	-7	16	1	4	0	13	-1	1.4	-2
NC(=O)[C@@H]1CCCNc2c(I)cc([N+](=O)[O-])cc2C(=O)N[C@@H](CCCN=C(N)N)C(=O)N[C@@H](CCCN=C(N)N)C(=O)N1	-9	2	-1	-5	x	11	-6	1.0	0
O=C(NCc1cccnc1)c1cc([N+](=O)[O-])ccc1N1CCOCC1	4	8	1	12	1	-6	-9	1.5	-2
CC(C)CN(CC(C)C)c1ccc(/C=N/n2cnnc2)cc1[N+](=O)[O-]	37	12	0	24	3	13	37	3.9	0
CCCCNC(=O)C(C)N(CCN(C)C)C(=O)CCCN1C(=O)NC(c2ccc([N+](=O)[O-])cc2)C(C(=O)OCc2ccccc2)=C1C (stereo not given)	27	68*	x	2	-2	x	6	2.1	-2
CC1CCCCN1C(=O)c1ccc(COc2ccc([N+](=O)[O-])cc2)o1 (stereo not given)	31	-3	3	28	0	18	8	-1.1	1
CNc1c([N+](=O)[O-])cnn1-c1ccc(Cl)cc1	6	6	-2	15	0	-4	-7	1.7	1
CCN(CC)c1ccc([N+](=O)[O-])cc1C(=O)N1CCOCC1	13	-5	1	10	-1	3	-2	-1.1	-3
COc1ccc(N(C(=O)c2cccnc2)S(=O)(=O)c2cccc([N+](=O)[O-])c2)cc1	0	-8	-3	19	-1	2	18	0.3	1

Bioassay records: PubChem BioAssay, Sanford-Burnham Center for Chemical Genomics
